LYP inhibition: inhibitors of LYP phosphatase, biochemical, fluorescence intensity, uHTS (AID 1779) | Tyrosine-protein phosphatase non-receptor type 22 (Homo sapiens) | 0.054% of 290,000 active | recombinant LYP phosphatase, fluorescence intensity; higher % means a stronger effect | inhibition, % at 11.5 µM; hits with a dose series show IC50 in µM;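 further: plate controls were vehicle with enzyme for no effect and no enzyme for full effect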
P. falciparum M17LAP: P. falciparum M17LAP inhibitors, primary screen, biochemical, fluorogenic H-Leu-NHMec substrate, 1536-well (AID 1619) | one-dose inhibition, % at 30 µM; IC50 in µM for titrated hits | recombinant M17LAP, H-Leu-NHMec fluorogenic kinetic assay; higher % means a stronger effect | Leucine aminopeptidase (Plasmodium falciparum (isolate 3D7)) | 0.38% of 220,000 active;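 active means compound inhibiting the enzyme by more than half at any dose during confirmatory dose-response retesting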;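 further: plate controls were full reaction with DMSO carrier for no effect and no enzyme background for full effect; strong numbers were not always called active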
XIAP displacement: XIAP antagonists, biochemical, IAP family, fluorescence polarization (AID 1018); E3 ubiquitin-protein ligase XIAP (Homo sapiens); XIAP BIR domain, fluorescence polarization peptide displacement; higher % means a stronger effect; displacement, % at 20 µM, or IC50 in µM where a hit was titrated; 0.007% of 200,000 active; in the data active means displacement above about 50%; further: a part of the inactive calls stands beside numbers as strong as those of hits
Dynein cargo inh: inhibitors of GR-EGFP nuclear translocation, primary screen, dynein cargo transport inhibitor project, imaging, high-content, 3617.4 mouse cells. z-score, hits read low. 0.47% of 220,000 active. test concentration mostly 20 µM; stimulated with dexamethasone, 1 µM; hits give low values;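 active means plate z-score of nuclear minus cytoplasmic receptor signal below a set negative limit, without overly bright fluorescence or cell loss, cut at about -3.5 in these data, passing the limit was not always enough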;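 further: z-score of nuclear minus cytoplasmic ring GR-EGFP intensity difference per well; some compounds called inactive have numbers as strong as hits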
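Buffer or medium: tet-free medium with charcoal-stripped serum / Also added: dexamethasone agonist, 1.0 µM final, for 30 min / Timing: induction 48 h, compound 1 h, agonist 30 min / Measured by: high-content fluorescence imaging after fixation / Read-out: nuclear-to-cytoplasmic GR-EGFP distribution per well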
human PMI inhibitors: human PMI inhibitors, high substrate, primary screen, biochemical, fluorescence intensity, high mannose 6-phosphate (AID 1220); recombinant PMI enzyme, coupled fluorescence intensity; higher % means a stronger effect; inhibition, % at 20 µM; hits with a dose series show IC50 in µM; 0.66% of 190,000 active
Siah-1 displacement: Siah-1 peptide-binding antagonists, primary screen, biochemical, fluorescence polarization, rhodamine-plectin, uHTS (AID 1817). E3 ubiquitin-protein ligase SIAH1 (Homo sapiens). Siah-1 / rhodamine-plectin peptide fluorescence polarization; higher % means a stronger effect. displacement, % at 20 µM; hits with a dose series show IC50 in µM. 0.02% of 290,000 active;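 active means displacement of at least 50% at 20 µM, with a fluorescence ratio check between 0.3 and a set limit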;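 further: plate controls were Siah plus tracer with DMSO for no effect and tracer alone without Siah for full effect; strong numbers were not always called active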
M1AAP inhibition: P. falciparum M1AAP inhibitors, biochemical, fluorogenic H-Leu-NHMec substrate, 1536-well (AID 1445). recombinant M1AAP, H-Leu-NHMec fluorogenic kinetic assay; higher % means a stronger effect. inhibition, % at 30 µM, or IC50 in µM where a hit was titrated. 0.42% of 220,000 active;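 active means primary inhibition above the hit cutoff, then over 50% inhibition at one or more dose response concentrations, cut at about 23% in these data, passing the limit was not always enough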;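 further: plate controls were DMSO full reaction for no effect and no enzyme background for full effect; strong numbers were not always called active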
human PMI inhibition: inhibitors of human PMI, primary screen, biochemical, fluorescence intensity, coupled assay (AID 1209); purified PMI enzyme, coupled fluorescence intensity; higher % means a stronger effect; inhibition, % at 20 µM, or IC50 in µM where a hit was titrated; 0.42% of 190,000 active;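 further: plate controls were DMSO vehicle for no effect and wells lacking substrate for full effect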
AID2073: inhibitors of Mint1-CaV2.2 protein interaction, biochemical, HTRF (AID 2073); inhibition, % at 20 µM; hits with a dose series show IC50 in µM; Voltage-dependent N-type calcium channel subunit alpha-1B (Homo sapiens); 0.19% of 290,000 active; HTRF protein-protein interaction, Mint1-CaV2.2; higher % means a stronger effect; in the data active means inhibition mostly above about 51%, no sharp cut-off; further: some results filed as inactive read as strong as hits
Dynein cargo inh cytoplasmic EGFP: also measured in Dynein cargo inh; calls as there; z-score; measured here: cytoplasmic GR-EGFP intensity; hits give high values
Dynein cargo inh nuclear GR-EGFP: further read-out of Dynein cargo inh, marked with its call; z-score; measured here: nuclear GR-EGFP intensity;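 lower value marks the stronger effect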
Dynein cargo inh cell count: further read-out of Dynein cargo inh, marked with its call; z-score; measured here: cell count per field
* = called active by the depositor; / = no result given. Unless noted, no stated cut-off is given here; in the data, active means inhibition above about 50%; inactive means the rest.

Order of results: LYP inhibition, P. falciparum M17LAP, XIAP displacement, Dynein cargo inh, Dynein cargo inh cytoplasmic EGFP, Dynein cargo inh nuclear GR-EGFP, Dynein cargo inh cell count, human PMI inhibitors, Siah-1 displacement, M1AAP inhibition, human PMI inhibition, AID2073
O=C(Cn1c(-c2ccccn2)nc2ccccc21)NCCN1CCOCC1
  -5%, 11%, 4.2%, -1.1, -0.23, -1.2, 0.84, 1%, -1%, 0%, 7%, 6%
CC(C)(C)c1ccc(C(=O)Nc2ccc(CC(=O)O)cc2)o1
  0%, 19%, 0.3%, 0.57, -0.2, 0.013, -0.066, -6%, 3%, 5%, -3%, -2%
COc1ccc(CCNC(=S)NC2CCN(Cc3ccccc3)CC2)cc1OC
  -4%, 1%, -6.3%, -0.54, -0.17, -0.2, 0.44, 6%, -7%, 2%, 3%, 3%
CCOC(=O)c1[nH]c(C)c(C(=O)OCCOc2cccc(C)c2)c1C
  -2%, 2%, -3.3%, 2.4, 0.011, 1.7, -1.8, 6%, 8%, 7%, 13%, 12%
O=C1/C(=C/c2ccccc2O)SC(=S)N1Cc1cccnc1
  5%, 0%, -5.7%, 0.29, -0.00017, 0.29, 0.43, -17%, 1%, -2%, 1%, 3%
S=C(NCc1ccccc1)NCc1cccc(CNC(=S)NCc2ccccc2)c1
  -7%, -4%, 4.9%, 1.6, 0.084, 1.8, -2.1, -1%, -9%, 5%, 12%, -4%
CN(C(=O)COC(=O)c1cccnc1Nc1cccc(C(F)(F)F)c1)C1CCS(=O)(=O)C1 (stereo unspecified)
  3%, 20%, -6.7%, 0.67, -0.25, 0.94, -0.78, 6%, -2%, 3%, 12%, -1%
CC(=O)Nc1n[nH]c(S(=O)(=O)Cc2ccc(Cl)cc2Cl)n1
  -12%, /, -1.6%, -0.018, -0.46, -0.1, -0.24, 5%, -3%, /, 7%, -5%
CNS(=O)(=O)c1cccc(C(=O)OCC(=O)Nc2sc3c(c2C#N)CCCCC3)c1
  5%, 2%, -16%, 0.2, -0.25, 0.0086, 0.076, 17%, 0%, 13%, 27%, -1%
CCc1nc(C)c(-c2ccccc2)c(=O)[nH]1
  -3%, 3%, -8.2%, -0.77, -0.25, -0.94, 0.6, -5%, -2%, 10%, -3%, 12%
O=C(COc1ccc(Cl)cc1)NCc1nnc(SCC(=O)N2CCCc3ccccc32)o1
  -2%, 12%, -0.1%, 0.52, -0.12, 0.68, 0.55, 2%, 4%, 10%, 7%, 32%
CC(C)CC(C(=O)N1CCc2ccccc2C1)N1C(=O)c2ccccc2C1=O (stereo unspecified)
  -6%, 11%, 0.1%, 3.6, 0.019, 2.3, -2.3, 11%, 5%, 9%, 3%, 2%
Cc1cccc(N2CCN(c3nnnn3-c3ccccc3)CC2C)c1 (stereo unspecified)
  -6%, -2%, -4.1%, -1.2, 0.29, -0.59, 0.92, 1%, 3%, 2%, 0%, 0%
CC(C)(O)C#Cc1ccc(CN2CCN(Cc3ccsc3)C(CCO)C2)cc1 (stereo unspecified)
  -11%, -4%, -4.8%, -0.22, 0.19, 0.24, 0.46, /, 3%, -1%, /, 6%
O=C(CC1(C(=O)O)CCCC1)N1CCOCC1
  -8%, 2%, -5.8%, -0.12, -0.25, 0.31, 0.95, -1%, 26%, 3%, -4%, -2%
Cc1ccc(-c2nnn(CCC(=O)NC3CCCC3)n2)cc1
  -6%, 1%, -4.8%, 0.21, -0.19, 0.27, 0.68, -5%, -1%, 5%, -13%, -7%
COc1ccc(C(=O)Oc2ccc(F)cc2C(=O)/C=C/c2ccc(OC)c(OC)c2)cc1
  7%, -4%, 0.5%, -0.91, -0.15, -0.64, 0.25, 9%, 9%, 1%, 20%, 12%
O=c1oc2c3c(nn2c2ccccc12)CCCC3
  1%, -2%, -1.0%, 1.8, -0.24, 1.1, -0.83, 6%, 4%, 5%, 2%, -6%
Cc1sc(NC(=O)CCC(=O)O)c(C#N)c1C
  -8%, -3%, -0.2%, 0.89, -0.16, 0.067, -0.61, -17%, 0%, -2%, -3%, 5%
CC(C)OCC(O)CSc1ccccn1 (stereo unspecified)
  -4%, 5%, -3.6%, 0.023, -0.43, 0.34, 0.4, -1%, -1%, -6%, 1%, -6%
NC(=S)N/N=C/c1c[nH]c2ccccc12
  -6%, /, /, -0.72, -0.69, -0.6, 0.33, /, -2%, /, /, -5%
COc1ccc2oc(=O)c(C(=O)N3CCCC3)cc2c1
  -7%, 1%, 12%, -0.85, -0.23, -1.1, 1.4, -6%, 2%, 10%, -7%, 24%
CCNC(=O)COC(=O)C1CCC(=O)N(c2ccc(OC)cc2)C1c1ccc(OC)cc1 (stereo unspecified)
  -7%, 1%, -3.1%, -0.55, 0.027, -0.16, -0.46, -11%, -1%, 13%, -13%, -1%
Cc1c(Br)c(C(=O)N2CCc3ccccc32)nn1C
  -11%, 3%, -6.3%, 0.44, -0.21, 0.34, 0.36, 5%, -8%, 0%, 5%, 4%
O=C(c1cc(C(=O)NCCc2ccccc2)c(=O)n(CCc2ccccc2)c1)c1cc(Cl)ccc1O
  8%, 2%, -5.6%, -0.53, 0.029, -0.13, 0.96, 1%, -1%, 3%, 0%, 17%
Cn1c(=O)oc2cc(S(=O)(=O)NCCN3CCCCCC3)ccc21
  -8%, -10%, -7.9%, -0.13, -0.22, -0.0021, 0.23, 4%, -5%, 7%, 10%, 1%
Cc1nc2ccccc2nc1OCC(=O)Nc1cc(C(F)(F)F)ccc1N1CCOCC1
  3%, -8%, -0.4%, 1.3, 0.84, 1.1, -0.88, 3%, 13%, 9%, 12%, -7%
COCCNC(=O)NC(=O)COC(=O)c1cc([N+](=O)[O-])ccc1Sc1nc(C)cs1
  -9%, 11%, -4.0%, 0.081, -0.12, 0.2, 0.54, -2%, 5%, 2%, 0%, 36%
Cc1nn(-c2ccccc2)c(Cl)c1/C=C1\C(=O)N(C)C(=S)N1C
  -4%, 26%, -12%, 2, -0.041, 0.56, -1.6, -6%, -3%, 5%, -18%, -11%
COC(=O)c1c(NC(=O)c2ccco2)sc2c1C(C(=O)OC)CC2 (stereo unspecified)
  -7%, 8%, -1.0%, -0.25, -0.22, 0.11, 0.41, 6%, 5%, 5%, 8%, -1%
Cc1nn(-c2ccccc2)nc1C(=O)NNC(=O)c1ccc(C(F)(F)F)cc1
  -4%, 14%, /, 0.15, -0.25, 0.38, 0.15, /, -4%, -2%, /, 10%
O=C(Nc1ccc2oc(-c3ccccc3Cl)nc2c1)c1cncc(Br)c1
  -4%, -8%, -6.4%, -0.43, -0.094, 0.11, 0.4, 0%, 0%, 3%, -5%, 32%
CCC(=O)c1ccc(N2CCC(C)CC2)c(F)c1
  -9%, -1%, -4.0%, -0.2, -0.27, 0.029, 1.2, 8%, 5%, 2%, 9%, -7%
CC(C)c1nc2c([nH]1)c(=O)n(C)c(=O)n2C
  -7%, 1%, /, -0.19, -0.27, -0.14, 1.1, /, 0%, 1%, /, 3%
CCc1cc(C(=O)COc2ccc(F)cc2)c(O)cc1O
  0%, -1%, -2.2%, -0.43, -0.34, -0.41, 0.82, 0%, 0%, 1%, 16%, 19%
COC(=O)c1cc2oc3ccccc3c2n1CC(=O)N1CCCc2ccccc21
  -1%, 7%, -3.3%, 0.66, -0.25, 0.42, 0.55, -1%, 6%, 5%, -2%, 7%
O=C(N1CCOCC1)n1nnc2ccccc21
  -3%, 6%, -2.0%, -0.57, -0.2, -0.043, 0.44, 2%, -8%, 1%, 2%, -4%
COc1cc(N2C(=O)NC3CC2(C)Oc2ccccc23)cc(OC)c1OC (stereo unspecified)
  -4%, -2%, -2.4%, -0.17, -0.22, -0.06, 0.53, 1%, 0%, -6%, -1%, 10%
CC(=O)c1ccc(N2CCN(C(=O)c3nn(Cc4ccccc4)c(=O)c4ccccc34)CC2)cc1
  3%, 21%, -7.4%, 1.2, -0.17, 0.62, -0.64, 1%, -3%, 12%, -10%, 15%
CCOc1c(Br)cc(CNC2CCCCCCC2)cc1OC
  -8%, -4%, 0.6%, 1.5, -0.19, 1.7, -2.7, 1%, 3%, -1%, 5%, -5%

Arranged by value in XIAP displacement (falling): 3 from the list above
Order of results: LYP inhibition, P. falciparum M17LAP, XIAP displacement, Dynein cargo inh, Dynein cargo inh cytoplasmic EGFP, Dynein cargo inh nuclear GR-EGFP, Dynein cargo inh cell count, human PMI inhibitors, Siah-1 displacement, M1AAP inhibition, human PMI inhibition, AID2073
O=C(Cn1c(-c2ccccn2)nc2ccccc21)NCCN1CCOCC1
  -5%, 11%, 4.2%, -1.1, -0.23, -1.2, 0.84, 1%, -1%, 0%, 7%, 6%
CCc1cc(C(=O)COc2ccc(F)cc2)c(O)cc1O
  0%, -1%, -2.2%, -0.43, -0.34, -0.41, 0.82, 0%, 0%, 1%, 16%, 19%
CC(C)OCC(O)CSc1ccccn1 (stereo unspecified)
  -4%, 5%, -3.6%, 0.023, -0.43, 0.34, 0.4, -1%, -1%, -6%, 1%, -6%

The listing continues:
Order of results: LYP inhibition, P. falciparum M17LAP, XIAP displacement, Dynein cargo inh, Dynein cargo inh cytoplasmic EGFP, Dynein cargo inh nuclear GR-EGFP, Dynein cargo inh cell count, human PMI inhibitors, Siah-1 displacement, M1AAP inhibition, human PMI inhibition, AID2073
NC(=S)N/N=C\c1c2ccccc2cc2ccccc12
  0%, 3%, -3.0%, -2.7, 4.4, 0.23, 6.5, -132%, 13%, 0%, -65%, -12%
Cc1ccc(Nc2nc(C)cc(C)n2)c(Br)c1
  4%, 5%, -4.4%, 0.51, -0.22, 0.42, 0.004, 3%, 1%, 10%, -2%, 43%
Cc1ccc(-n2c3c(cc(C(=O)NCc4ccco4)c2=O)C(=O)CCC3)cc1
  -1%, 26%, -5.6%, -0.96, -0.32, -0.9, 1.2, 3%, -3%, 4%, 9%, 2%
CCOC(=O)c1c(NC(=O)c2ccccc2Br)sc2c1CCc1ccccc1-2
  5%, -8%, -3.5%, 0.11, -0.36, 0.36, -0.19, 9%, -1%, 7%, 46%, 11%
